# CXCR6 block: inhibitors of human CXCR6 receptor | O00574 | CHO-K1 PathHunter CXCR6 beta-arrestin, luminescence | inhibition, % at 20 µM | hit rate 0.36% among 360,000 | AID 602244; in the data active = inhibition above about 34%, passing the limit was not always enough;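 note: antagonist mode with CXCL16 agonist at 10 nM final; 0% = 10 nM CXCL16 with DMSO and 100% = unstimulated wells without agonist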
# Target sequence (O00574 whole entry, looked up): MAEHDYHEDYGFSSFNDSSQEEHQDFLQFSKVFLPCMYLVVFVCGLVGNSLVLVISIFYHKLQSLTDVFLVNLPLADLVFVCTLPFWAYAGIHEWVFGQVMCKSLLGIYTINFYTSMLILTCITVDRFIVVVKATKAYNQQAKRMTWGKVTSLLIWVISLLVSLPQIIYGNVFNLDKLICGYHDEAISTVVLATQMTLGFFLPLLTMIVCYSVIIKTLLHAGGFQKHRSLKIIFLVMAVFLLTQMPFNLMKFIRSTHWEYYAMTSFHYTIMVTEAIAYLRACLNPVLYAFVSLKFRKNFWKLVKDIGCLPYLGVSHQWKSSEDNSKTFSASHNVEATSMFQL
# EBI2 antag: antagonists of human EBI2 receptor; P32249; EBI2 beta-arrestin recruitment, luminescence, 7a,25-OHC stimulated; inhibition, % at 5 µM; hit rate 0.81% among 360,000; in the data active = inhibition above about 38%;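 note: enzyme fragment complementation signal reports receptor beta-arrestin coupling in cells; 0% = agonist plus DMSO wells and 100% = wells without agonist; some results beyond the cut were filed as inactive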
# Target sequence (P32249 whole entry, looked up, the tested form may be a part): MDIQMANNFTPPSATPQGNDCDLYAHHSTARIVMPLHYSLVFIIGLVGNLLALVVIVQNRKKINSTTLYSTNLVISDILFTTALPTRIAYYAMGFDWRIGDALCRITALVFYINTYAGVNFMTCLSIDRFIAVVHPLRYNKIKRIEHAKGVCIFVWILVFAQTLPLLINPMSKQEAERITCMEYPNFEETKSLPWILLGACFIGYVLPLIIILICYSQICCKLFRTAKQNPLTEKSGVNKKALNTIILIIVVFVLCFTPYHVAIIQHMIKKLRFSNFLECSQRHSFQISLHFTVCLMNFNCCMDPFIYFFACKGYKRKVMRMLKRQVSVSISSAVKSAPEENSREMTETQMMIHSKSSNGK
# Numbers without * were called inactive.
SMILES,CXCR6 block,EBI2 antag
Cc1ccc(OCC(=O)Nc2cc(Cl)ccc2-n2cncn2)c(C)c1,1,0
O=Cc1cn(CCOc2ccc(F)cc2)c2ccccc12,1,9
Cc1ccc(CNS(=O)(=O)c2ccc(-n3cccn3)cc2)cc1,-1,-6
COc1ccccc1Cc1c(C(C)(C)C)nc2cc(C)c(Br)c(C)n12,4,-1
CN(C)CCNC(=O)c1cccc(-c2cnc3c(NC=O)cc(-c4ccc(S(C)(=O)=O)cc4)cn23)c1,-2,-4
O=C(COC(=O)c1ccccc1Cl)NCc1cccs1,-5,-2
CCCn1c(SC(C)C(=O)NC2CCCC(C)C2C)n[nH]c1=O (stereo not given),6,-10
CCc1ccc(-n2c(=S)sc3c(=O)[nH]c(SCC(=O)NC4CCCCC4)nc32)cc1,3,-2
COC(=O)c1ccc2nc(-c3ccc(C)cc3)c(Cc3ccsc3)n2c1,8,20
COCCN(CCOC)Cc1cc(=O)oc2cc(OC)ccc12,8,-3
O=C(NCCN1CCC(n2c(=O)[nH]c3ccccc32)CC1)c1ccc(F)c(F)c1,-8,-10
CCCCc1c(-c2ccccc2F)ncn1CCc1ccccc1OC,5,9

# Among those listed so far, these contain an aryl methoxy group:
SMILES,CXCR6 block,EBI2 antag
COc1ccccc1Cc1c(C(C)(C)C)nc2cc(C)c(Br)c(C)n12,4,-1
COCCN(CCOC)Cc1cc(=O)oc2cc(OC)ccc12,8,-3
CCCCc1c(-c2ccccc2F)ncn1CCc1ccccc1OC,5,9

# Returning to the listing, repeating the four entries before the break.
SMILES,CXCR6 block,EBI2 antag
COC(=O)c1ccc2nc(-c3ccc(C)cc3)c(Cc3ccsc3)n2c1,8,20
COCCN(CCOC)Cc1cc(=O)oc2cc(OC)ccc12,8,-3
O=C(NCCN1CCC(n2c(=O)[nH]c3ccccc32)CC1)c1ccc(F)c(F)c1,-8,-10
CCCCc1c(-c2ccccc2F)ncn1CCc1ccccc1OC,5,9
NS(=O)(=O)c1ccc(CCNC(=O)C2CCCN2C(=O)c2cccs2)cc1 (stereo not given),-4,-2
COc1cccc(COC(=O)C(Cc2ccccc2)NC(=O)c2ccco2)c1 (stereo not given),-7,1
CC1(C)OC(=O)C2=C(C[C@@H](C3CCCC3)O[C@H]2CCc2cccc(Cl)c2)O1,2,10
CC(=O)Nc1ccc(NC(=O)C2Cc3c(-c4ccco4)ccnc3O2)cc1 (stereo not given),5,-3
Cc1cccc(S(=O)(=O)NC(=O)C2(C)CCN2C(=O)C2(c3ccc(Cl)cc3)CCC2)c1 (stereo not given),-5,-16
CN(CCCn1ccc(NC(=O)OCc2ccccc2)nc1=O)CCc1ccccn1,0,-6
COc1c(C)cc(C(O)c2ncc(-c3ccc(C(F)(F)F)cc3)[nH]2)cc1C (stereo not given),-7,9
COC(=O)c1cc(N/C(N)=N/c2nc(C)cc(C)n2)cc(C(=O)OC)c1,-7,-7
O=C(NC1CCCCC1)c1cccc(NC(=O)c2ccccc2Cl)c1,2,3
Cc1cccc(CN2CCN(C3CN(Cc4ccc(F)cc4)S(=O)(=O)C3)CC2)c1 (stereo not given),-3,-4
CN(C)CCN1CCN(C2CN(Cc3cn(Cc4cccc(C(F)(F)F)c4)nn3)S(=O)(=O)C2)CC1 (stereo not given),5,-4
CCc1nc2ccc(C(=O)Nc3cccc(OCC(=O)N(C)C)c3)cn2c1N(C)C(=O)c1cccc(OC)c1,-5,-1
C[C@@H]1CN([C@@H](C)CO)S(=O)(=O)c2ccc(C#CC3CCCCC3)cc2O[C@@H]1CN(C)Cc1cccnc1,4,12
CC1(C(=O)NS(=O)(=O)c2ccc(F)cc2F)CCN1C(=O)c1cccc(F)c1 (stereo not given),-3,-5
COCCNC(=O)c1cc(S(=O)(=O)N(C)C2CCCCC2)ccc1Cl,7,-5
CC1(C(=O)NCc2cccc3ccccc23)CCN1C(=O)Cc1ccc(-c2ccccc2)cc1 (stereo not given),-9,1
CC(C)c1ncc(CO)n1Cc1c(Cl)cccc1Cl,-3,-1
Cc1ccsc1C(=O)N1CCC1(C)C(=O)NS(=O)(=O)c1cccc(F)c1 (stereo not given),-4,-7
CC(C)c1ccc(CNc2nc(NCC3CC3)nc3ccsc23)cc1,-8,-30
COCC(=O)N(C)C[C@H]1Oc2cc(Br)ccc2S(=O)(=O)N([C@H](C)CO)C[C@H]1C,-1,-3
CN(CC(=O)Nc1cccc(S(=O)(=O)N(C)c2ccccc2)c1)Cc1cccs1,6,1
C[C@H]1CN([C@@H](C)CO)C(=O)CCCn2nncc2CO[C@@H]1CN(C)S(=O)(=O)c1cn(C)cn1,4,-4
COc1ccccc1-c1noc2c1C(=O)N(Cc1cn(Cc3ccccc3)nn1)CC2,-2,-2
OC[C@@H]1CN(Cc2ccncc2)C[C@H](n2cnc3c(NCc4ccco4)ncnc32)O1,-6,-2
CCN(CC)C(=O)C1=C(C)N(CCC2=CCCCC2)C(=O)C(CC(=O)NC(c2ccccc2)c2ccccc2)C1 (stereo not given),-2,11
O=C(COC(=O)c1cncc(Br)c1)Nc1ccc(S(=O)(=O)N2CCOCC2)cc1,2,-11
CCc1nc2ccc(C(=O)NCCC(C)C)cn2c1N(C)Cc1nccs1,2,-37
COc1ccc(NS(=O)(=O)c2cccc(C(=O)N3CCOCC3)c2)cc1,-2,-3
COc1cccc(C(C)(O)c2nc(-c3cccc(C(=O)O)c3)cs2)c1 (stereo not given),-4,2
CC1(C(=O)Nc2cnc3ccccc3c2)CCN1C(=O)CCc1ccccc1 (stereo not given),6,13
CC(=O)c1cccc(-c2ccnc3c2CC(C(=O)Nc2cccc(C(F)(F)F)c2)O3)c1 (stereo not given),-14,-6
O=C(Oc1ccccc1)c1cc(O)c(O)c(O)c1,-1,6
Cc1ccc2c(c1)c1c3n2CCN(CCC#N)C3CCC1 (stereo not given),-10,-10
COC(=O)[C@]12CCCCC=C1N(Cc1ccc(Cl)cc1Cl)C(=O)[C@H](CC(=O)NCC1CCCCC1)C2,12,24
CC(C)NC(=O)C1(C)CCN1C(=O)C1(c2ccccc2)CCCC1 (stereo not given),5,5
Cc1cccc(CNC(=O)c2sc(=O)n(Cc3ccc(S(C)(=O)=O)cc3)c2C)c1,0,0

# Filtered by structure, the compounds so far with a thiophene ring, fused or not.
SMILES,CXCR6 block,EBI2 antag
O=C(COC(=O)c1ccccc1Cl)NCc1cccs1,-5,-2
COC(=O)c1ccc2nc(-c3ccc(C)cc3)c(Cc3ccsc3)n2c1,8,20
NS(=O)(=O)c1ccc(CCNC(=O)C2CCCN2C(=O)c2cccs2)cc1 (stereo not given),-4,-2
Cc1ccsc1C(=O)N1CCC1(C)C(=O)NS(=O)(=O)c1cccc(F)c1 (stereo not given),-4,-7
CC(C)c1ccc(CNc2nc(NCC3CC3)nc3ccsc23)cc1,-8,-30
CN(CC(=O)Nc1cccc(S(=O)(=O)N(C)c2ccccc2)c1)Cc1cccs1,6,1

# The list continues:
SMILES,CXCR6 block,EBI2 antag
COc1ccc2sc(C)cc(=O)c2c1,-3,-8
Cn1nc(C(C)(C)C)cc1C(=O)N1CCCCC1c1cc(C(=O)Nc2ccccc2)no1 (stereo not given),-4,8
CCCS(=O)(=O)NC(=O)C1(C)CCCN(C(=O)c2cc(C)n(C(C)(C)C)n2)C1 (stereo not given),0,-6
CCCCN1C(=O)C(CC(=O)NC(c2ccccc2)c2ccccc2)CC(C(=O)N2CCOCC2)=C1C (stereo not given),-6,-1
CCc1ccc(C(O)c2ncc(-c3ccc(C)cc3)[nH]2)cc1 (stereo not given),-10,21
COCCNC(=O)C1CCCN(C(=O)/C=C/c2ccccc2)CC1 (stereo not given),3,13
COc1cccc(N2CCN(C(=O)c3ccc(OC)c(S(=O)(=O)NC4CC4)c3)CC2)c1,0,-7
c1ccc2c(C3OCC4(CCCCC4)CO3)cccc2c1,-5,-1
C[C@H]1CN([C@@H](C)CO)C(=O)CCCn2nncc2CO[C@H]1CN(C)C(=O)Nc1ccccc1,3,3
CC(=O)c1ccc(OCc2nnn(CC(=O)O)c2-c2ccccc2)cc1,1,1
Cc1cnc(CNC(=O)c2csc([C@H]3C[C@H](O)[C@@H](CO)O3)n2)cn1,6,-3
CN(Cc1ccccc1)C(=O)c1ncn2c1C(=O)N(C)CC2,-5,-4
COc1ccc([C@H]2N[C@]3(CCCN(Cc4ccc(Cl)cc4)C3=O)[C@H]3C(=O)N(Cc4ccccc4)C(=O)[C@@H]23)cc1,3,12
CCc1nc2ccc(C(=O)NCCCN3CCCC3=O)cn2c1N(C)CCC(C)C,3,-2
O=C1NC[C@H](CCCCN2C[C@H](Cc3ccccc3)N(Cc3ccccc3)C(=O)C2=O)N(CCC2CCCCC2)C1=O,0,-2
CCN(CC)C(=O)C1=C(C)N(Cc2ccc(OC)cc2)C(=O)C(CC(=O)NCc2cccs2)C1 (stereo not given),3,-4
Cc1cccc(NC(=O)Nc2nnc([C@@H]3C[C@H](O)[C@@H](CO)O3)s2)c1,-14,-14
Cc1ccc(Cl)c(NC(=O)CN2C(=O)C(C)N(c3ccc(F)cc3)C2=O)c1Cl (stereo not given),0,5
CCOC(=O)C1(C)CCN1C(=O)c1ccc(F)c(Cl)c1 (stereo not given),-6,-8
Oc1ccc(C[C@H]2CNC(=S)N2C[C@H]2CCCN2C[C@H](Cc2ccccc2)N2C[C@H](Cc3ccc(O)cc3)N(CCc3ccccc3)C2=S)cc1,-2,16
CCc1nc2ccc(C(=O)N(C)Cc3ccco3)cn2c1N(CC)C(=O)NCCc1ccccc1,0,-4
CCCC(=O)N1CCCC(c2cc(C(=O)Nc3ccc4c(c3)OCO4)no2)C1 (stereo not given),11,-3
CC1=C(C(=O)N(C(C)C)C(C)C)CC(CC(=O)NC2CC2)C(=O)N1Cc1ccccc1 (stereo not given),1,2
COCCNC(=O)C1CCCN(C(=O)c2nc3ccccc3s2)CC1 (stereo not given),-1,1
C=CCn1c(=O)c(C(=O)Nc2ncccc2C)c(O)c2ccccc21,-2,0
COc1ccc(C(C)(O)c2nc(-c3ccc(Cl)cc3)cs2)cc1 (stereo not given),-1,14
Nc1nc(=O)n(C2CC(O)C(CO)O2)cc1Cl (stereo not given),-5,-4
CCCCCCCCN1C(=O)[C@H](CC(=O)NCCCN2CCCC2=O)C[C@@]2(C(=O)OCC)CCCC=C12,-2,4
CC1=C(C(=O)N2CCOCC2)CC(CC(=O)NCc2cccs2)C(=O)N1CCCN1CCCC1=O (stereo not given),-4,-4
CC(C)C[C@H]1CNC(=O)C(=O)N1C[C@@H]1CCCN1C[C@H](CC(C)C)N1C[C@H](Cc2ccccc2)N(CCc2ccccc2)C(=O)C1=O,9,-2
CC(C)C(N)c1csc(Nc2ccc(C(=O)c3ccccc3)cc2)n1 (stereo not given),-5,0
COc1ccc(S(=O)(=O)N(C)C[C@@H]2OCc3cnnn3CCCC(=O)N([C@H](C)CO)C[C@@H]2C)cc1,-5,-16
CC1(C(=O)Nc2cnc3ccccc3c2)CCN1C(=O)c1ccccc1CCc1ccccc1 (stereo not given),8,48*
Cc1ccc(S(=O)(=O)C=CS(=O)(=O)c2ccc(C)cc2)cc1,38,10
O=C(NCCCN1CCOCC1)c1cccc(S(=O)(=O)N2CCc3ccccc32)c1,-5,-10
COc1cccc(/C=C/c2nc(S(=O)(=O)c3ccccc3)c(N3CCC(C(N)=O)CC3)o2)c1,7,8
CCCc1ccc(C(O)c2ncc(-c3ccccc3)[nH]2)cc1 (stereo not given),-4,0
CN1CCCCC1(C)C(=O)NCc1ccc(F)cc1 (stereo not given),-2,5
COc1cc(CNC(=O)Nc2nc(C(N)CCc3ccccc3)cs2)cc(OC)c1OC (stereo not given),7,-9
CC1(C(=O)NCc2cccs2)Cc2c(-c3ccc(C(N)=O)cc3)ccnc2O1 (stereo not given),0,-5
COc1ccc(CNC(=O)Nc2nnc([C@H]3C[C@H](O)[C@@H](CO)O3)s2)cc1,0,-9
CCCS(=O)(=O)NC(=O)C1(C)CCN(C(=O)c2ccc(C(F)(F)F)nc2C)C1 (stereo not given),-4,2
Cn1c(SCC(=O)NC2CCCCC2)nnc1C(F)(F)F,-3,4
CCCCn1nnnc1C(CCSC)N1CCN(C/C=C/c2ccccc2)CC1 (stereo not given),2,33
CC1(Oc2cccc(F)c2)CCN(Cc2ccccc2OC(F)F)C1 (stereo not given),-9,10
COCCCN(Cc1cc(OC)c(OC)c(OC)c1)C(=S)Nc1cccc(Cl)c1,2,-11
COc1cccc(-c2oc3c(c2-c2ccc(Br)nc2)C(O)CCC3)c1 (stereo not given),1,3
CC(C)C1C(=O)N(Cc2cn(CCC3OCCCO3)nn2)CCS(=O)(=O)N1Cc1ccc(-c2ccc(Cl)cc2)cc1 (stereo not given),-5,-5
CCCCC[C@@H]1CCCCC[C@@H](O)C[C@H](O)[C@H](O)/C=C/C(=O)O1,3,-7
CC(Sc1ccc(S(=O)(=O)N2CCCCC2)cn1)C(N)=O (stereo not given),-6,-7
Cc1cc(C)n2c(SCC(=O)N(CCC#N)c3ccc4c(c3)OCCO4)nnc2n1,-14,-6
CN(C)c1ccc(C=O)c(Oc2ccccc2)c1,8,7
COc1ncc(-c2ccc(N3C(c4ccsc4)=Cc4ccccc4C3CC(C)=O)cc2)cn1 (stereo not given),-4,-5
CCOC(=O)[C@]12CCC=C1N(CCC1=CCCCC1)C(=O)[C@H](CC(=O)N1CCCC1)C2,-16,-12
CN1CCC(N2CCN(C3CN(Cc4cn(Cc5cccc(C(F)(F)F)c5)nn4)S(=O)(=O)C3)CC2)CC1 (stereo not given),2,-1
CC1=C(C(=O)N2CCCCCC2)CC(CC(=O)NCCCCc2ccccc2)C(=O)N1CCC1=CCCCC1 (stereo not given),16,36
C[C@H](CO)N1C[C@H](C)[C@@H](CN(C)S(=O)(=O)c2ccc(Cl)cc2)OCc2cnnn2CCCC1=O,3,-6

# Compound activity deposited in PubChem by Sanford-Burnham Center for Chemical Genomics.

# These rows are one share of the data, so the mix of outcomes need not match the whole.
